# Compound activity as filed in PubChem.
# Rtt109 Vps75 – C. albicans Rtt109 histone acetyltransferase inhibition; purified Rtt109/Vps75, ThioGlo CoA-SH fluorescence, 4 h; inhibition, % at 34.9 µM; 0.16% of 330,000 active; AID 540336;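 active means inhibition of at least 50% in every replicate; inconclusive means best replicate reaches 50% inhibition but some replicates fall short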
# Target sequence (Q5AAJ8 whole entry, looked up): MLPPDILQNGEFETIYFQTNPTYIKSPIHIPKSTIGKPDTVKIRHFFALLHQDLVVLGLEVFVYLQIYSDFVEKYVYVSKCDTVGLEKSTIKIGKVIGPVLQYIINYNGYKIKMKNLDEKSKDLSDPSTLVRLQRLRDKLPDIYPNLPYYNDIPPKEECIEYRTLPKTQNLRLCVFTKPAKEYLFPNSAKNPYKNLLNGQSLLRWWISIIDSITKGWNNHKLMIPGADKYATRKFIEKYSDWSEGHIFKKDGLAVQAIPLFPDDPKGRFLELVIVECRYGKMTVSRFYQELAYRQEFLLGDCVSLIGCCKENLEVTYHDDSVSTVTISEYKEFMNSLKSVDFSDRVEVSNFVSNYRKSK
# SR-BI HDL uptake – blocks mouse SR-BI lipid uptake from DiI-HDL; ldlA[mSR-BI] CHO cells, DiI-HDL uptake fluorescence, 3 h; inhibition, % at 12.5 µM; 0.96% of 320,000 active; AID 488896;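 active means mean replicate inhibition of at least 70% and a set share of replicates each scoring 70 or more; inconclusive means meets just one of the two criteria; inactive means fails both criteria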;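 further: 0% = median of neutral control wells and 100% = median of positive control wells; values of inactives mirror those of a sister screen read the other way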
# Wnt act – activates Wnt/beta-catenin signaling in a reporter cell assay; activator, plate reader; 1.2% of 300,000 active; activation, % at 9.35 µM; in the data active means activation above about 30%, passing the limit was not always enough; inconclusive means no clear call, values can overlap the other calls;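 further: 0% = neutral control wells and 100% = positive control wells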
# dFosB act – enhances mouse delta FosB homodimer DNA binding. 0.99% of 340,000 active. activation, % at 25 µM. purified delta FosB, TAMRA-CDK5 oligo fluorescence polarization; percent of positive-control signal above neutral wells;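 active means mean activation above about 17%, with every replicate also reaching it, limit read from the data, passing the limit was not always enough; inconclusive means only one of the two conditions met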;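 further: fluorescence polarization rise as delta FosB binds a TAMRA Cdk5 AP-1 oligo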
# HTR5A ag – HTR5A agonism, opioid heterodimer counter-screen | HTR5A agonist assay, luminescence, cell-based | P47898 | AID 504692 | 0.61% of 340,000 active | activation, % at 9.3 µM; in the data active means activation mostly above about 9.5%, no sharp cut-off; inactive means mostly below about 7.6%;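 further: 0% = cells with vehicle only and 100% = reference agonist; strong numbers were not always called active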
# PvdQ acylase – P. aeruginosa PvdQ acylase inhibition | purified PvdQ acylase, fluorescence plate reader | 0.063% of 340,000 active | AID 488965 | inhibition, % at 10 µM; in the data active means inhibition above about 30%, passing the limit was not always enough; inconclusive means no clear call, values can overlap the other calls;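 further: 0% = vehicle neutral wells and 100% = reference inhibitor wells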
# cardiac RTF act – cardiac RTF calcium sensitization. 0.24% of 340,000 active. P19429+P45379. IANBD-labeled TnC RTF fluorescence at EC20 calcium; 0% EC20 calcium, 100% full calcium. activation, % at 7.2 µM;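 active means activation above the mean over all tested compounds plus 3 SD, cut at about 30% in these data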;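 further: rise in fluorescence read as greater calcium sensitivity of cardiac thin filaments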
# SR-BI DiI-HDL act – activators of SR-BI mediated HDL lipid uptake; CHO ldlA[mSR-BI] cells, DiI-HDL uptake fluorescence, 3 h; 100 = double the neutral-control signal; activation, % at 12.5 µM; 0.096% of 320,000 active;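 active means mean replicate activation of at least 60% and every replicate at or above 60%; inconclusive means mean or all-replicate condition met, but not both; inactive means mean below 60% and not all replicates reaching 60%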;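 further: 0% = median plate neutral-control signal and 100% = twice that signal; values of inactives mirror those of a sister screen read the other way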
#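 material = CHO ldlA[mSR-BI] cells | medium = Ham's F12 with 0.5% BSA, HEPES 25 mM, pH 7.4 | reagent = fluorescent DiI-HDL, 10 µg/mL final | compound dosing = single-point compound dose | incubation = 3 h, 37 °C | measured by = bottom-read fluorescence, 550/595 nm | measure = HDL uptake via cellular fluorescence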
# MITF TRPM1 HTS – MITF TRPM1 promoter activation in melanoma cells; SK-MEL-5 TRPM1-promoter luciferase, 24 h; % of positive control, neutral wells = 0; activation, % at 12.5 µM; 0.75% of 300,000 active; AID 588334;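 active means mean activation of at least 80% with every replicate also reaching 80%; inconclusive means mean reaches 80% but some replicate falls short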;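 further: 0% = neutral control wells and 100% = parthenolide positive control wells; values of inactives mirror those of a sister screen read the other way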
# CDK5 inh – blocks human CDK5/p35 kinase activity; Recombinant CDK5/p35, ADP-Glo luminescence, 60 min; inhibition, % at 10 µM; 0.01% of 330,000 active; AID 488839;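 active means highest replicate inhibition of at least 50% and at least 75% of replicates reaching 50%; inconclusive means only one of the two criteria met; inactive means both criteria failed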;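 further: plate controls were DMSO neutral control for no effect and GW8510 at 10 µM for full effect; many of its hits are not listed in these tables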
# Target sequence (Q00535 whole entry, looked up): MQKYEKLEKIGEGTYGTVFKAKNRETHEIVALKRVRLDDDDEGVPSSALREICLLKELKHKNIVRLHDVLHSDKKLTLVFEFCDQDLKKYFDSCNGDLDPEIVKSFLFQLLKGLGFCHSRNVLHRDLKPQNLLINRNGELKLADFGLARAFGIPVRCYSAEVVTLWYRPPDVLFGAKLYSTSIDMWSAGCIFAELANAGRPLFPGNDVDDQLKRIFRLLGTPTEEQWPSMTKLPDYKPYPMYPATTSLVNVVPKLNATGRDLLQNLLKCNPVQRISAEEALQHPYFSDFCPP
# Target sequence (Q15078 whole entry, looked up): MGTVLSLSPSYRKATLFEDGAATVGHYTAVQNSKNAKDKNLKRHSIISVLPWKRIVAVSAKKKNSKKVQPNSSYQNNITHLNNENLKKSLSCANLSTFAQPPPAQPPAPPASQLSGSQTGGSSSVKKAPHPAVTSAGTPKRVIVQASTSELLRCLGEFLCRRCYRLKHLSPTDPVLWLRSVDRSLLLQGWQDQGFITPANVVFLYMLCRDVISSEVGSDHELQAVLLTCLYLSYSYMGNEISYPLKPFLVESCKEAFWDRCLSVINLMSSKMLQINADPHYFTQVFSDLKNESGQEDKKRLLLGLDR
# Numbers without * were called inactive; ? = inconclusive; nt = no result given; & = joins results of further samples.
SMILES,Rtt109 Vps75,SR-BI HDL uptake,Wnt act,dFosB act,HTR5A ag,PvdQ acylase,cardiac RTF act,SR-BI DiI-HDL act,MITF TRPM1 HTS,CDK5 inh
COc1ccc(/C=C/C(=O)c2ccc(O)cc2)cc1,14.5,8.0,0.8,-5.8,-2.1,20.3,1.5,-8.0,46.8,1.6
Cc1ccc(NC(=S)NNC(=S)NCc2ccccc2)cc1,-7.6,-9.0,-7.0,1.6,-5.6,7.8,-3.3,9.0,11.1,0.6
CC1CN(C(=O)/C=C/c2ccc(SC(F)F)cc2)CC(C)O1 (stereo not drawn),-1.9,-10.6,2.6,2.8,0.6,-16.6,-0.7,10.6,7.5,-0.7
CC(C)OC(=O)c1ccc(NCc2cc(O)ccc2O)cc1Cl,6.4,nt,-5.7,-11.8,3.1,-12.5,3.7,nt,-4.3,1.5
CNC(=O)CSc1nnc(-c2ccc3c(c2)OCO3)n1C,-13.9,-3.6,-1.5,-2.1,0.0,-7.2,1.0,3.6,-0.2,-3.1
CCOc1ccc(C(=O)Oc2cc(C)[nH]c(=O)c2[N+](=O)[O-])cc1,-7.0,-18.9,-2.1,-1.6,11.4,-2.6,-4.3,18.9,-1.8,-0.6
CC1=C(C(=O)Nc2ccccc2)C(c2ccco2)n2ncnc2N1 (stereo not drawn),12.1,-13.3,-0.8,-4.9,-0.5,-16.1,1.5,13.3,11.7,-0.2
NC(=O)C1CCN(C(=O)C(=O)c2cn(CC(=O)N3CCCC3)c3ccccc23)CC1,-6.8,-22.0,0.3,-12.4,1.9,-8.3,7.0,22.0,14.0,0.3
COc1ccc2nc(NC(=O)Cn3cnc4c(=O)n(C)c(=O)n(C)c43)sc2c1,-2.4,-9.0,4.5,-3.6,nt,4.2,0.3,9.0,nt,-0.3
COc1ccc(C(=O)Nc2ccc3c(c2)C(=O)N(C)C3=O)cc1OC,-2.3,47.9,nt,-9.4,0.9,-15.7,1.1,-47.9,-5.5,0.6
CC(=O)n1cc([C@H]2C=C(C(=O)N3CCOCC3)O[C@@H](OCCCCO)C2)c2ccccc21,5.5,-13.1,-0.7,2.5,5.8,0.2,0.8,13.1,1.1,0.0
COc1ccc(C(=O)NC(=S)Nc2cccc(S(=O)(=O)N3CCOCC3)c2)cc1,17.1,39.7,-0.9,-11.1,-1.6,1.5,6.3,-39.7,8.1,0.5
Cc1ccc(C(=O)Cn2nnc(-c3ccccc3-n3cnnn3)n2)cc1,-6.2,1.5,nt,-3.6,3.2,-7.9,0.1,-1.5,-1.1,1.8
Cc1ccc2c(c1)C1(OCCCO1)C(=O)N2CC#N,13.9,-10.2,1.6,0.0,0.7,8.8,-1.2,10.2,nt,2.1
C#CCN1C(=O)C(O)(CC(=O)/C=C/c2ccco2)c2ccccc21 (stereo not drawn),nt,-15.4,0.3,-8.7,-4.0,-7.1,-0.7,15.4,-11.1,-1.9
Cc1cc(NC(=O)c2cnn3cccnc23)n(-c2ccccc2)n1,-3.3,2.5,nt,-26.8,0.1,-12.6,2.7,-2.5,-2.7,2.1
C=CCc1cc(/C=N\NC(=O)CSc2nnc(CCCc3ccc(OC)c(C)c3)o2)cc(OC)c1O,25.2,50.9,nt,-2.6,0.2,2.3,1.4,-50.9,-10.5,-0.5
Nc1ccc(Br)c2cccnc12,4.5,-3.5,9.3,-2.6,3.5,-5.0,6.6,3.5,-23.2,0.0
COc1cc(C)nc2nc(SCc3ccccc3)nn12,-16.7,3.4,4.4,1.8,-3.3,-18.6,1.9,-3.4,17.4,-2.3
CC(CN1c2ccccc2Sc2ccccc21)N(C)C (stereo not drawn),5.6,5.0,2.3&-0.5,5.6,1.2,0.7,-1.5,-0.5,1.2,0.9
CCn1c(CCNC(=O)c2cccs2)nnc1SCC(=O)c1ccc(OC)cc1,-11.3,3.6,nt,10.8,1.5,-16.1,1.6,-3.6,8.4,0.0
COc1ccc(NC(=O)C(c2cc3c(cc2[N+](=O)[O-])OCO3)N(C)c2ccccc2)cc1 (stereo not drawn),-8.6,12.4,1.3,-4.2,-0.2,-9.8,-0.4,-12.4,1.1,-1.4
COc1ccc(NC(C)=O)cc1NC(=O)CSc1nnc(-c2ccccc2)n1N,-7.5,-21.7,-1.6,-0.2,-0.4,-7.4,-1.4,21.7,6.0,-1.0
O=C1c2ccc(Oc3cccc([N+](=O)[O-])c3)cc2C(=O)N1c1ccccn1,nt,nt,-6.0,-4.4,0.1,-2.5,-3.4,nt,-2.1,2.6
COC(=O)Oc1c(Br)c(=O)oc2ccccc12,-6.2,-3.7,nt,4.6,6.7,-11.6,6.9,3.7,nt,-0.4
CN(C)CCn1c(=O)n(C2CCCCC2)c(=O)c2c3c(sc21)CCCCC3,22.2,3.3,18.4,-2.2,0.8,2.1,3.1,-3.3,12.7,-1.0
CC(C)C[C@H](NC(=O)c1[nH]cnc1C(=O)N[C@@H](C)C(=O)OCc1ccccc1)C(=O)OC(C)(C)C,-1.5,-8.2,-1.3,-0.4,-3.0,-6.1,-1.7,8.2,6.0,-1.1
CCCCn1c(=O)[nH]c2nc3cc(NC(C)=O)ccc3nc2c1=O,-5.0,-17.1,-2.5,-8.3,0.6,-11.1,5.8,17.1,nt,0.5
Cc1nc2sccn2c(=O)c1S(=O)(=O)N1CCN(c2cccc(Cl)c2)CC1,10.3,1.8,-2.4,-2.4,-0.3,5.4,8.6,-1.8,nt,1.5
CN(C(=O)CSc1nnc(Cc2ccccc2F)n1N)C1CCS(=O)(=O)C1 (stereo not drawn),0.2,-7.3,nt,-7.7,5.1,-9.5,-1.4,7.2,7.7,0.7
CCOc1ccc(CCNC(=O)COC(=O)c2cccnc2SC)cc1OCC,2.4,16.5,1.4,-7.1,-0.5,-20.7,3.3,-16.5,-8.6,-4.0
O=C(CNC(=O)c1ccc(Br)cc1)c1ccc(Br)cc1,-3.3,3.8,-0.3,4.3,9.8,-14.6,-1.9,-3.8,3.0,-0.3
O=C(O)C1Oc2cc3ccccc3cc2O1,-4.2,33.0,1.7,-6.1,3.3,-13.5,0.2,-33.0,8.5,-2.3
O=C(Cc1ccccc1[N+](=O)[O-])NCC1(c2cccc3c2OCO3)OCCO1,2.1,-28.7,-0.9,-2.8,0.6,-7.4,-2.0,28.7,0.9,-1.0
N#CC1=C(SCC(=O)NC2CC2)NC(=O)C(C#N)C12CCCCC2 (stereo not drawn),-11.7,-3.9,nt,-1.2,2.4,-9.6,-3.4,3.9,5.9,-0.7
COc1ccc(NCc2cccnc2)cc1,-6.4,-26.3,2.4,2.2,0.4,-7.3,-1.6,26.3,nt,0.1
CC(=O)N1N=C(c2ccc3ccccc3c2)OC12CCCC2,17.9,-4.1,3.2,-10.5,-1.1,-9.0,-0.4,4.1,4.4,-2.8
O=C1NN(c2cccc(Br)c2)C(=O)/C1=C/c1cccs1,7.8,-16.8,-2.1,-11.9,-3.2,-6.9,-1.5,16.8,2.6,-1.8
CCCCCNCc1ccc(OCc2ccc(Cl)nc2)c(OC)c1,-7.4,-18.0,-1.3,-4.2,-4.5,7.9,-1.9,18.0,7.2,-0.6
Cn1c(C(C#N)C(=O)Cc2cccc3ccccc23)nc2ccccc21 (stereo not drawn),0.0,nt,nt,-6.2,0.9,10.0,4.1,nt,-8.1,0.5
CC(=O)Oc1ccc(-c2csnn2)cc1,-11.0,-27.7,nt,0.0,2.4,0.7,-6.7,27.7,3.2,1.2
Cc1cc(C)cc(C(=O)Nc2ccc(NC(=O)Cc3ccccc3)cc2)c1,-4.9,67.3,-0.4,42.7*,-1.4,1.0,5.3,-67.3,-7.3,0.3
O=C(Nc1ccc(F)cc1)Nc1sccc1-c1nc2ccccc2s1,-2.5,54.8,-4.0,-4.9,10.9,-1.1,7.9,-54.8,nt,-4.7
Nc1nc(SCC(=O)NC2CCCCC2)[nH]c(=O)c1-c1ccccc1,-1.3,-8.7,-16.5,-10.8,1.1,-19.1,2.1,8.7,-6.2,1.5
Cc1onc(-c2ccccc2Cl)c1C(O)c1ccc(F)cc1 (stereo not drawn),-1.9,-7.3,-0.2,-5.4,1.3,-11.0,-0.5,7.3,-11.2,-0.4
COc1ccc(C2=NN(C(=O)c3cccc([N+](=O)[O-])c3)C(c3cccc([N+](=O)[O-])c3)C2)cc1 (stereo not drawn),-0.1,64.9,nt,-7.8,-1.8,-12.9,-1.3,-64.9,7.1,-2.2
O=c1c2ccccc2nnn1CSc1nnc(Nc2ccccc2)s1,-11.7,6.1,9.3,8.6,0.9,-17.6,-3.9,-6.1,39.0,0.8
COc1ccc(-n2nc3c(N4CCC(C(=O)N5CCC(C)CC5)CC4)nnc(C)c3c2C)cc1,?,-5.5,-2.3,-5.8,-2.5,-9.0,32.4*,5.5,1.4,1.8
COc1cccc(CNc2ncnc3ccc(-c4c(C)noc4C)cc23)c1,-6.9,5.6,4.7,-10.6,1.5,-13.2,3.1,-5.6,-19.6,-0.3
COc1ccccc1-c1sc2cc3c(cc2c1C#Cc1ccccn1)OCO3,-11.4,23.9,8.9,-8.9,-1.6,-1.6,1.0,-23.9,6.0,-1.2
CCn1nc(C)c(CN2CCN(Cc3cccc(OC)c3)C(CCO)C2)c1C (stereo not drawn),-4.2,nt,2.2,-4.6,-1.1,-6.6,2.0,nt,7.7,-0.5
COc1ccc(-c2c[n+]3c4n2CCCCC4=C(c2ccc(Br)cc2)C3)cc1,-0.7,10.0,-16.6,-4.5,-1.4,1.3,2.4,-10.0,-76.7,0.7
CC(C)CNC(=S)N1CCC(Cc2ccccc2)CC1,-0.9,2.4,-2.8,-20.4,-1.8,-2.4,-1.6,-2.4,-13.0,-1.7
COc1cc(C(=O)N/N=C/c2cn(Cc3ccccc3)c3ccccc23)ccc1O,12.0,12.3,7.7,-7.7,-1.9,0.9,-1.1,-12.3,-7.0,-0.1
CC(C)(C)n1nc2c(c1NC(=O)c1c(F)cccc1F)CS(=O)(=O)C2,-12.5,-7.8,-4.3,-5.2,1.6,-6.1,0.9,7.8,-2.4,1.0
CC1CN(C(=O)CCNC(=O)c2ccc(Cl)cc2)CC(C)O1 (stereo not drawn),2.8,-0.5,-2.0,-6.9,-2.1,-10.0,6.8,0.5,15.4,-8.5
N/C(COc1cccc(Cl)c1)=N\NS(=O)(=O)c1ccccc1,0.7,5.5,nt,-4.2,0.7,-12.0,5.5,-5.5,nt,-1.9
CS(=O)(=O)N1CCN=C1SCc1ccc(F)cc1,-2.1,-10.7,-0.4,1.4,-0.9,-8.4,-5.5,10.7,-0.8,1.5
CCOc1cc(CNc2cccc3ccccc23)cc(Br)c1OCC(=O)NC(C)(C)C,2.4,51.8,nt,-14.7,9.4,-10.1,1.5,-51.8,-8.7,-1.6
